# Screening results: PubChem BioAssay, several laboratories
# Keap1 Nrf2 FP – inhibitors of human Keap1-Nrf2 protein-protein interaction; inhibition, % at 9.4 µM; Q14145; AID 504523; Keap1 Kelch-Nrf2 peptide fluorescence polarization, 1536-well; 340,000 compounds, 0.15% hits; in the data active = inhibition above about 12%;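 note: human Keap1 Kelch domain with fluorescein labeled Nrf2 9mer peptide probe; 0% = neutral control wells and 100% = peptide positive control; higher means more block of Keap1 binding to Nrf2 peptide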
# Target sequence (Q14145 whole entry, looked up, the tested form may be a part): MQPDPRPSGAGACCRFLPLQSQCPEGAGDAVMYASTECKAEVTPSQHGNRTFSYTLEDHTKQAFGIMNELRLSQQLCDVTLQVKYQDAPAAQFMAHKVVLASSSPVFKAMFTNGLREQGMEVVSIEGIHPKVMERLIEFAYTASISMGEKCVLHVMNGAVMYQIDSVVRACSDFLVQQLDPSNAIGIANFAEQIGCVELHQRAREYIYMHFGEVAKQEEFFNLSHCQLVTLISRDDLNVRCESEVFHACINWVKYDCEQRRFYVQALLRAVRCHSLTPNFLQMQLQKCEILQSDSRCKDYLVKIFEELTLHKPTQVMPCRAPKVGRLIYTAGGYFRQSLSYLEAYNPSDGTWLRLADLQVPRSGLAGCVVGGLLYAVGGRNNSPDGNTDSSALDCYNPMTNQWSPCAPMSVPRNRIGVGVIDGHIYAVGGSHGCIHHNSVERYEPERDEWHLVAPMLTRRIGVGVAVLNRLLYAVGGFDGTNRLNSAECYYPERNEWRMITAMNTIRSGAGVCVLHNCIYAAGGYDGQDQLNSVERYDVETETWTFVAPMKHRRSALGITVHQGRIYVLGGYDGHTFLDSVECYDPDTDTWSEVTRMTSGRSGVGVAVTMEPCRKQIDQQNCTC
# MOR-DOR ag – agonists of human mu-delta opioid receptor heterodimerization. 340,000 compounds, 0.3% hits. activation, % at 9.3 µM. cells, OPRM1-OPRD1 heterodimerization, luminescence. P35372+P41143; in the data active = activation above about 18%;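 note: 0% = vehicle-treated cells and 100% = reference agonist; values of inactives mirror those of a sister screen read the other way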
# MOR-DOR inv ag – inverse agonist of human OPRM1-OPRD1 heterodimerization. inhibition, % at 9.3 µM. cell-based MOR-DOR heterodimer luminescence, inverse agonism. P35372+P41143. 340,000 compounds, 0.21% hits; in the data active = inhibition above about 22%, passing the limit was not always enough;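 note: 0% = cells with DMSO and 100% = wells without cells with DMSO; values of inactives mirror those of a sister screen read the other way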
# CAL PDZ FP – inhibitors of human CAL PDZ peptide binding; inhibition, % at 24.9 µM; purified CAL PDZ, TMR-peptide fluorescence polarization, 1 h; Q9HD26; 300,000 compounds, 0.92% hits; AID 602252;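 active = mean inhibition of at least 30% with at least half of replicates also reaching 30%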;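 note: 0% = DMSO neutral control and 100% = excess unlabeled competitor peptide PRC23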
# RTF Ca sens inh – cardiac RTF calcium desensitization. P19429+P45379. IANBD-labeled cardiac RTF, Ca2+ fluorescence. inhibition, % at 7.15 µM. 340,000 compounds, 0.12% hits;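 active = inhibition above the mean inhibition of all tested compounds plus 3 SD, cut at about 17% in these data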;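 note: assay run at fixed EC70 calcium of 1.6 mM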
# HTR5A inv ag – inverse agonist of human HTR5A in OPRM1-OPRD1 counter-screen. HTR5A cell line, luminescence, inverse agonism. inhibition, % at 9.3 µM. 340,000 compounds, 0.083% hits. AID 504634; in the data active = inhibition mostly above about 23%, no sharp cut-off; inactive = mostly below about 18%;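 note: 0% = cells with DMSO and 100% = no-cell wells with DMSO; some compounds called inactive have numbers as strong as hits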
# Target sequence (P47898 whole entry, looked up): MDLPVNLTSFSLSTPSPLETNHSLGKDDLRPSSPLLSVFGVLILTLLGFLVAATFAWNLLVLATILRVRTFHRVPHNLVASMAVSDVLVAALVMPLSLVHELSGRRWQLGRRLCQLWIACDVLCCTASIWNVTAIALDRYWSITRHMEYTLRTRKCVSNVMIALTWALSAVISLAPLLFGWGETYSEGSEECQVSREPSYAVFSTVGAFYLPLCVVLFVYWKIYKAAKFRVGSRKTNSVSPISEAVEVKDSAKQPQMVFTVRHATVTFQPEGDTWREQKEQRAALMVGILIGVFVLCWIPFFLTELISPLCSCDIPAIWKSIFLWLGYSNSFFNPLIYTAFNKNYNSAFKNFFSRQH
# LANA DNA inh – inhibitors of KSHV LANA C-terminal domain DNA binding; MBP-C-LANA/FAM-LBS DNA binding, fluorescence polarization; inhibition, % at 9 µM; 340,000 compounds, 0.078% hits; AID 504423;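 active = highest replicate inhibition at or above 60% at 9 µM, even if other replicates fall short; inactive = all replicates below 60% inhibition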;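 note: 0% = neutral control wells and 100% = 4 µM acridine orange control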
# V-ATPase pH – alters yeast V-ATPase proton transport; 350,000 compounds, 0.37% hits; AID 504577; response, % at 10 µM; S. cerevisiae, pHLuorin cytosolic pH fluorescence; in the data active = response mostly above about 7.3%, no sharp cut-off; inactive = mostly below about 5.4%; note: actives read high; inactives centre near 0; some compounds called inactive have numbers as strong as hits; reference of the scale not given here
# HTR5A ag – counter-screen for OPRM1-OPRD1 agonists: human HTR5A agonism. HTR5A agonist assay, luminescence, cell-based. activation, % at 9.3 µM. P47898. 340,000 compounds, 0.61% hits; in the data active = activation mostly above about 9.5%, no sharp cut-off; inactive = mostly below about 7.6%;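 note: 0% = cells with vehicle only and 100% = reference agonist; strong numbers were not always called active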
# cardiac RTF act – cardiac RTF calcium sensitization. P19429+P45379. IANBD-labeled TnC RTF fluorescence at EC20 calcium; 0% EC20 calcium, 100% full calcium. activation, % at 7.2 µM. 340,000 compounds, 0.24% hits. AID 493008;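 active = activation above the mean over all tested compounds plus 3 SD, cut at about 30% in these data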;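 note: rise in fluorescence read as greater calcium sensitivity of cardiac thin filaments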
# Numbers without * were called inactive; . = not tested or not shown. Rows are unselected. Share with any hit: about 2.8%.
SMILES,Keap1 Nrf2 FP,MOR-DOR ag,MOR-DOR inv ag,CAL PDZ FP,RTF Ca sens inh,HTR5A inv ag,LANA DNA inh,V-ATPase pH,HTR5A ag,cardiac RTF act
O=c1[nH]n(-c2ccc(Cl)cc2)c(=O)c(Cl)c1Cl,2,-0.9,5,-1,-2,10,-4.8,2,-1,2
O=C(Nc1nnc(-c2ccccc2F)s1)c1cccnc1,-4,-2.9,14,3,-2,-30,0.1,2,0,-3
COc1ccc(CCN2C(=NC(=O)C(C)C)SC3CS(=O)(=O)CC32)cc1 (configuration not stated),0,-0.6,3,.,-1,-22,0.9,1,5,1
COc1ccc(N2CC(C(=O)N[C@@H](C)C(=O)NCCc3ccccc3)CC2=O)cc1 (some centres not stated),-2,0.0,0,2,-11,-16,-0.7,1,-1,-1
COc1ccc2nc(N3C(=O)CC(Cc4ccc(Cl)cc4)C3=O)sc2c1 (configuration not stated),-1,0.3,-2,-3,-11,7,0.3,1,-3,5
O=C(Nn1cnc2ccccc2c1=O)c1ccc(Cl)c([N+](=O)[O-])c1,-2,-4.1,19,-1,-4,16,2.8,-4,-4,-3
CCN(CC(=O)NCc1ccc(F)cc1)C(=O)c1cc2ccccc2o1,-2,-0.5,3,-2,-20,-10,-0.6,-4,4,-3
Cc1nn(CC(=O)N2CCC(N3CCCCC3)CC2)c(=O)c2c1sc1ccccc12,0,-1.0,5,2,0,-15,-1.7,-3,4,-3
O=C1CCN(Cc2ccccc2)CCN1CCO,-6,-1.6,9,-1,-8,-23,-0.3,-1,2,1
CCC(CC)c1nnc(NC(=O)CCS(=O)(=O)Cc2ccccc2)s1,4,-0.7,4,41*,0,-2,-0.7,6,1,-8
COc1cccc(N(CC(=O)NC2CCCCCC2)S(=O)(=O)c2ccccc2)c1,6,-3.1,17,1,-10,-13,2.4,2,4,4
CCC(C)N(C(=O)COC(=O)c1nc(Cl)ccc1Cl)C1CCS(=O)(=O)C1 (configuration not stated),-7,-4.0,21,-2,-17,-17,-0.1,-4,7,-5
CCOC(=O)N1CCC(NC(=S)Nc2ccc3nc(N4CCN(C)CC4)cc(C)c3c2)CC1,-4,-2.4,13,-2,5,5,0.5,-1,-2,-1
CCOc1ccc(N(C(=O)c2snc(C(N)=O)c2N)C(C(=O)NCC2CCCO2)c2c[nH]c3ccccc23)cc1 (configuration not stated),0,-2.4,15,11,0,-15,0.2,2,5,-8
CCOC(=O)CSc1nnc(Cc2ccccc2)n1CC1CCCO1 (configuration not stated),-3,-0.8,4,.,2,10,0.4,-2,-3,-5
Cc1ccc(Oc2ncccc2/C=N/OCc2ccc(Cl)cc2Cl)cc1,1,-2.6,12,1,-9,13,-0.5,-2,0,-7
CC(=O)N1C(=O)N(C(C)=O)C2C1N(C(C)=O)C(=O)N2C(C)=O (configuration not stated),-5,-1.9,10,-1,-6,-18,-0.5,-1,3,1
O=C(CSc1ncccc1C(=O)O)NC1CCCCC1,-4,-0.4,2,3,1,7,0.1,-5,-2,0
Cc1cc(C)cc(NC(=O)Nc2cccnc2)c1,5,0.8,-5,-7,-17,-1,-2.7,-5,0,0
COC(=O)c1ccc(C)c(NC(=O)C2COc3ccccc3O2)c1 (configuration not stated),3,-2.6,15,.,-1,-11,0.4,5,4,11
O=C1COc2ccc(C(=O)COC(=O)C3CCN(S(=O)(=O)c4cccs4)CC3)cc2N1,0,-0.5,3,-4,-1,6,0.9,0,3,3
COC(=O)COc1ccc(-n2cnnn2)cc1,-9,3.1,-22,-2,-22,5,-0.1,1,-2,-6
COc1ccc(C2=NN(CC(=O)Nc3ccccc3C)C(=O)CC2)cc1,-3,0.9,-5,-2,5,-6,-0.9,10,2,4
CCOC(=O)C1C(c2ccccc2)NC(=S)NC1(C)O (configuration not stated),-6,-0.7,3,-1,0,25,-0.8,0,-1,0

# Nothing new here: an excerpt of the list.
SMILES,Keap1 Nrf2 FP,MOR-DOR ag,MOR-DOR inv ag,CAL PDZ FP,RTF Ca sens inh,HTR5A inv ag,LANA DNA inh,V-ATPase pH,HTR5A ag,cardiac RTF act
O=C1COc2ccc(C(=O)COC(=O)C3CCN(S(=O)(=O)c4cccs4)CC3)cc2N1,0,-0.5,3,-4,-1,6,0.9,0,3,3
COC(=O)COc1ccc(-n2cnnn2)cc1,-9,3.1,-22,-2,-22,5,-0.1,1,-2,-6
COc1ccc(C2=NN(CC(=O)Nc3ccccc3C)C(=O)CC2)cc1,-3,0.9,-5,-2,5,-6,-0.9,10,2,4
CCOC(=O)C1C(c2ccccc2)NC(=S)NC1(C)O (configuration not stated),-6,-0.7,3,-1,0,25,-0.8,0,-1,0

# (cont.)
SMILES,Keap1 Nrf2 FP,MOR-DOR ag,MOR-DOR inv ag,CAL PDZ FP,RTF Ca sens inh,HTR5A inv ag,LANA DNA inh,V-ATPase pH,HTR5A ag,cardiac RTF act
COC(=O)c1ccccc1NC(=S)NC(=O)c1ccccc1F,-5,-1.6,9,-1,4,-8,0.3,0,1,-1
O=C(CCc1ccccc1)Nc1nnc(-c2ccc3c(c2)OCCO3)o1,5,1.2,-6,2,-6,25,-0.6,-3,2,-1
COc1cc2c(cc1OC)C(C(N)=O)NCC2 (configuration not stated),3,-4.0,21,0,-2,-4,1.6,-59,1,-3
COc1cc(C2CC(=O)c3cnc(NC(C)=O)nc3C2)cc(OC)c1OC (configuration not stated),-6,-2.6,15,-2,-35,12,-0.6,-5,-5,2
COc1ccc(C(c2nnnn2Cc2cccs2)N2CCN(c3ccc(F)cc3)CC2)cc1OC (configuration not stated),-2,-2.3,13,.,-3,8,-1.0,4,-4,-1
COC(=O)Nc1cccn(Cc2c(Cl)cccc2Cl)c1=O,-2,-4.5,20,-4,1,-4,12,-5,1,0
O=C(NC1CCCc2ccccc21)c1cc(Cl)ccn1 (configuration not stated),-5,1.6,-14,.,-23,-11,-1.8,-1,2,1
N#C/C(=C\c1cccc(Oc2ccc(C(F)(F)F)cc2[N+](=O)[O-])c1)c1nc2ccccc2[nH]1,-3,-1.4,7,0,-14,7,-0.6,-1,-3,-1
COCCCn1c(=O)c2ccccc2n(CC(=O)NC2CCCCC2)c1=O,-1,1.1,-9,0,-3,-16,-1.0,0,5,-1
CCCC(C)NC(=O)COC(=O)c1cccc(NS(C)(=O)=O)c1 (configuration not stated),3,-3.1,17,4,3,-15,1.2,-6,6,5
CC(Nc1nc(-c2ccc(F)cc2)cs1)c1nc2cc(C(F)(F)F)ccc2n1CCCO (configuration not stated),-5,-1.3,6,-2,5,4,-1.2,2,4,8
COc1cc2[nH]c(=O)n(CCC(=O)NC3CCN(Cc4ccccc4)CC3)c(=O)c2cc1OC,-7,-1.0,6,0,-1,-3,0.6,2,-1,-5
CSCCC(NC(=O)c1ccc(Cl)cc1)C(=O)OCC(=O)N1CCCC1=O (configuration not stated),-4,-4.2,22,9,-12,5,0.2,0,-2,5
CCN(CC)S(=O)(=O)c1ccc(N=Nc2c(N)[nH]c(=O)[nH]c2=O)cc1,4,-2.7,15,-2,3,7,0.3,4,-2,-6
COc1ccc(Nc2nnc(SC(C(=O)Nc3cc(C)ccc3C)c3ccccc3)s2)cc1 (configuration not stated),-4,0.0,0,2,0,5,-0.6,1,-2,4
C#CCOCCOCCOCCNc1nc(N2CCN(C(=O)Cn3cc(CCO)nn3)CC2)nc(N2CCN(C(=O)Cn3cc(CC(C)O)nn3)CC2)n1 (configuration not stated),-6,-0.9,5,-2,0,5,1.1,-1,4,-5
CC(C)Nc1nc(NC(C)C)nc(C(N)=O)n1,1,-4.7,22,.,-2,4,-0.8,1,0,0
CN(Cc1ccc(Cl)cc1)C(=O)c1ccccc1SCC(=O)N1CCCC1,9,-1.6,10,-1,-11,13,0.1,2,1,5
COc1cc2c(cc1OC)CN(C1CCCN(Cc3cc(Cl)ccc3O)C1)CC2 (configuration not stated),0,-1.9,9,-4,-3,13,-1.5,-1,-4,-4
C=CCC(NC(C)c1ccccc1)c1ccco1 (configuration not stated),-6,3.8,-21,-3,-4,-28,-0.1,-6,3,-9
COCCCn1c(=O)cc(C)[nH]c1=S,2,-1.7,9,-4,0,-7,0.4,1,4,6
CC1=C(C(=O)Nc2cccc(C(=O)NCc3ccc(F)cc3)c2)SCCO1,-2,-2.7,14,1,-1,-13,-0.6,-4,-1,6
CCCS(=O)(=O)N1CCC(C(=O)NCCN2CCCC2)CC1,-1,-3.0,15,-2,-2,-8,2.0,0,3,3
Nn1c(Cc2cccc3ccccc23)nnc1SCn1nnc2ccccc2c1=O,-7,-2.5,14,-2,-4,-19,4.0,1,7,-1
COc1cc(NC(=O)c2ccc3nsnc3c2)cc(OC)c1OC,8,-0.3,1,4,-8,-12,-1.3,6,2,-1
Cc1cc2c(cc1C)NC1=C(N2)OC(c2cccc(O)c2)C1=O (configuration not stated),1,-1.3,7,0,-4,6,-0.2,-1,-2,-5
CCn1nc(CC(=O)Nc2ccc(-n3cnnn3)c(C)c2)c2ccccc2c1=O,0,-1.2,7,-1,1,-5,-2.7,0,-3,4
Cc1nnc(SCc2ccccn2)n(N)c1=O,2,0.1,-1,-1,14,-5,2.2,-3,2,7
Cc1cc(-n2c(SCC(=O)NCc3cccs3)nc3n[nH]c(C)c3c2=N)ccc1Cl,3,2.2,-12,-2,-15,-23,-1.6,-1,12*,-1
Cc1ccc(NC(=O)CSc2ccc3nnc(-c4ccccn4)n3n2)cc1,-1,-1.6,5,3,-6,27,1.4,1,-2,-3
COC(=O)C(Cc1ccccc1)NC(=O)CSc1nc(N)cc(=O)[nH]1 (configuration not stated),1,-2.4,10,-3,1,-3,0.1,-2,2,3
COCCn1nnnc1C(c1ccc(Cl)cc1)N1CCSCC1 (configuration not stated),-1,0.8,-4,-4,0,-5,-0.1,2,2,5
COc1cccc2cc(C(=O)CC3(O)C(=O)N(Cc4ccccc4)c4ccccc43)c(=O)oc12 (configuration not stated),-3,-3.8,19,.,-2,16,-0.5,0,0,0
O=C(NCc1ccco1)C1CCCN1C(=O)Nc1ccc(Cl)cc1 (configuration not stated),-4,-3.4,17,-3,-8,13,-0.2,-2,6,-2
CCC(CC)C(=O)c1c[nH]c(C(=O)NCC2CCCO2)c1 (configuration not stated),1,-0.9,4,0,-6,2,-0.6,-1,-1,-6
CCc1nc(N2CCN(C(C)=O)CC2)c(C#N)c2c1COC(C)(C)C2,-2,-2.0,10,-3,-5,13,-1.4,0,0,-3
Cc1ccc(/C=C(\NC(=O)c2ccc(C)cc2)c2nc(=S)[nH][nH]2)cc1,2,13,-74,-3,0,-14,-0.2,-2,2,-20
CC(O)[C@H]1CNCCN1CCc1cccc(F)c1 (some centres not stated),0,-0.7,4,-1,3,-17,2.9,-3,-1,-7
O=C(C1CCCC1)N1CCN(S(=O)(=O)c2ccc(F)cc2)CC1,4,-0.5,3,5,-2,-22,-1.2,0,6,-5
C=CCNC(=S)N/N=C(\C)c1ccccn1,-3,-7.2,35*,-3,1,13,-0.5,6,-5,-6
Nc1ncnc2c1ncn2[C@@H]1O[C@H](CNC(=O)[C@@H](N)C2CCCCC2)[C@@H](O)[C@H]1O,-11,-2.9,15,-2,-6,9,2.4,3,-3,2
O=C(COC(=O)CSc1ccc(F)cc1)NCCCc1ccccc1,-4,-0.1,1,-3,-19,6,-0.7,-5,-2,-7
